RECQ1 helicase: blocks DNA unwinding by human RECQ1. RECQ1 DNA unwinding, red fluorescence kinetic read. Potency, µM (doses to about 57.3 µM), inactives show at the top dose activity, negative = inhibition, most hits filed as inhibitors. actives 0.54% (n = 240,000). AID 2549;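 note: plate controls were vehicle for no effect and no enzyme for full effect; nearly all actives have a fitted effect of over 30% in size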
Target sequence (P46063 whole entry, looked up): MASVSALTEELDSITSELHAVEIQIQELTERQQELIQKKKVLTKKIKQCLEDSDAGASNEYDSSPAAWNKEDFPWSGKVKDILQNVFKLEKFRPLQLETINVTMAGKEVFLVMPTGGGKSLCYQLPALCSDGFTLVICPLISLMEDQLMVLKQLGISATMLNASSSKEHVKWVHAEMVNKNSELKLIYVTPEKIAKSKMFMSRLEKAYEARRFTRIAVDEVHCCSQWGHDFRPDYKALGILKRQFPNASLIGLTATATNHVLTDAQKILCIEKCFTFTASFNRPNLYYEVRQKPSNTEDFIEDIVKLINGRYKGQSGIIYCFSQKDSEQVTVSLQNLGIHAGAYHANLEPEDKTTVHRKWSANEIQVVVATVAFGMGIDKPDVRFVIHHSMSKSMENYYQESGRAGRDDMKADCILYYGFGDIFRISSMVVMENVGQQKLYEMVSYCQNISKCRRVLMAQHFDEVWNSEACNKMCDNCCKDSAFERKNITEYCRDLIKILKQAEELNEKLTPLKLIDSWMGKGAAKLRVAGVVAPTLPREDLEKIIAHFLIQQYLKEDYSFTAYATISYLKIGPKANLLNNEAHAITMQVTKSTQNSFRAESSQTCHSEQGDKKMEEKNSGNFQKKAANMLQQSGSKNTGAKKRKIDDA
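50 nM RECQ1T1 preincubated 15 min with compound in Tris pH 8.0 buffer with MgCl2, DTT, Tween-20 and 2.5 ug/ml poly(dI-dC); started with 200 nM TAMRA/BHQ-2 forked duplex and 2 mM ATP. Unwinding read as fluorescence (525/598 nm), two reads 2 h apart.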
JMJD2E inh: JMJD2E (human) inhibition; JMJD2E catalytic domain, FDH-coupled NADH fluorescence (FDH is formaldehyde dehydrogenase); B2RXH2; actives 1.6% (n = 230,000); Potency, µM (series often up to 57.1 µM), for the others: top-dose activity change, negative = inhibition, hits mostly inhibitors; active = well fitted inhibition curve with a large enough effect, not every such curve was filed as active; inconclusive = small, poorly fitted or top-dose-only effect, or another doubt; inactive = no such curve, though single readings can be large or run the other way;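 note: 0% = wells with enzyme and -100% = buffer wells without enzyme; nearly all actives have a fitted effect of over 50% in size; many of its hits are not listed in these tables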
TRb-SRC2 inh: disrupts binding of human TR beta to SRC2; TRbeta-SRC2 peptide binding, fluorescence polarization; receptor liganded with 1 µM T3; actives 0.065% (n = 280,000); P10828; Potency, µM (top dose mostly 106 µM), for inactives: top-dose activity change, negative = inhibition, usual class: inhibitors; AID 1469;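 note: plate controls were bound peptide for no effect and peptide without receptor for full effect; nearly all actives have a fitted effect of over 50% in size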
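Polarization signal, normalized between peptide-alone and full complex controls, measured compound effects on T3-liganded human TRb LBD (0.6 uM) binding 20 nM Texas Red SRC2 peptide after 5 hr.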
ALDH1A1 block: ALDH1A1 (human) enzyme inhibition. P00352. Purified ALDH1A1, NADH fluorescence, propionaldehyde substrate. Potency, µM (titrated, usually from 75.3 µM), for the others: at the highest dose activity, negative = inhibition, usual class: inhibitors. actives 7.3% (n = 220,000); active = well fitted inhibition curve with a large enough effect, not every such curve was filed as active; inconclusive = small, poorly fitted or top-dose-only effect, or another doubt; inactive = no such curve, though single readings can be large or run the other way;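 note: plate controls were no enzyme wells and a reference inhibitor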
Target sequence (P00352 whole entry, looked up): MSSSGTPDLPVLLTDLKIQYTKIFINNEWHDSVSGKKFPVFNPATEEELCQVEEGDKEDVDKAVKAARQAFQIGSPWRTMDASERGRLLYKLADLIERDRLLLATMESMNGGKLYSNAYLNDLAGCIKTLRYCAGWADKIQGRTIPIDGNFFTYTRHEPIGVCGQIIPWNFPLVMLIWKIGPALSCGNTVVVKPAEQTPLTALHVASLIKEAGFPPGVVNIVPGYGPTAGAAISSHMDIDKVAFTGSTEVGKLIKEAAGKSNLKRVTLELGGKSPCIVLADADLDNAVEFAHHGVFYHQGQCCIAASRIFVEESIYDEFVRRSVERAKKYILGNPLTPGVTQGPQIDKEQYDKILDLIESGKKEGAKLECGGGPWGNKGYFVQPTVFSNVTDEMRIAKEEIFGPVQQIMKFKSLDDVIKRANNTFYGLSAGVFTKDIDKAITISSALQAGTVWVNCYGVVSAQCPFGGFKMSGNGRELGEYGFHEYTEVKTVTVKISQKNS
SMN2 splice enh: SMN2 splice variant enhancement. HEK293 SMN2-luciferase splicing reporter, luminescence, 30-36 h. Potency, µM (highest dose often 46.1 µM), for the others: at the top dose activity change, positive = activation, most hits filed as activators. actives 2.8% (n = 210,000). AID 1458; note: % of control where 0% means no effect; nearly all actives have a fitted effect of over 55% in size
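HEK293 cells carry an SMN2 minigene-luciferase reporter in which exon 7 inclusion puts luciferase in frame. Cells were seeded at 2000 cells/well, attached for 10-12 hours, then exposed to compounds for 30-36 hours at 37C before ONE-Glo luminescence.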
TexasRed fluor: alters Texas Red total fluorescence, flagging assay interference. TRb/SRC2 Texas Red total fluorescence interference. Potency, µM (top dose mostly 106 µM), without a hit: at the top dose fluorescence change, negative = quenching. actives 0.29% (n = 280,000). AID 1479; active = well fitted curve in either direction with a large enough effect; inconclusive = small, poorly fitted or top-dose-only effect; note: % is set by controls: 0 for no effect and ±100 for the full control effect
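Flags fluorescent or light-absorbing compounds by total fluorescence, S + 2P, at 555 nm excitation and 632 nm emission. Mixture: 20 nM Texas Red SRC2 peptide, 0.6 uM human TRb LBD, 1 uM T3, 5% DMSO; compound exposure 5 h at ambient temperature.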
Lamin A splicing: modulators of lamin A splicing | HeLa LMNA splicing GFP/RFP minigene ratio, 48 h | AID 1487 | Potency, µM (highest dose often 46.1 µM), for the others: at the top dose ratio change, negative = inhibition, actives largely listed as inhibitors | actives 0.01% (n = 200,000); active = well fitted inhibition curve with a large enough effect in the signal ratio, with a control signal flat, not every such curve was filed as active; inconclusive = small, poorly fitted or top-dose-only effect, or effect the other way, or a change in a side signal; the % refers to the signal ratio; note: % is set by controls: 0 for no effect and ±100 for the full control effect
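S3 HeLa cells stably expressing lamin A-EGFP splicing minigene plus DsRed2, 600 cells/well, 48 h compound exposure at 37C. Laser-scanning cytometry; analysed as GFP (500-530 nm)/RFP (575-640 nm) total intensity ratio; 0.5% DMSO vehicle.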
RGS12 GoLoco inh: RGS12 GoLoco-Gai1 interaction inhibition; P63096; Gai1:RGS12 GoLoco peptide FP, rhodamine, 10 min; Potency, µM (titrated, usually from 61.6 µM), for the others: at the highest dose activity, negative = inhibition, most hits filed as inhibitors; actives 0.44% (n = 230,000); active = well fitted inhibition curve with a large enough effect, not every such curve was filed as active; inactive = no such curve, though single readings can be large or run the other way; note: % is set by controls: 0 for no effect and ±100 for the full control effect; nearly all actives have a fitted effect of over 30% in size; many of its hits are not listed in these tables
Starred values were filed as active, the others as inactive; i = inactive; ? = inconclusive; . = not tested or not shown; & = joins results of further samples; [ ] = remark or other dose. Unless noted, calls come from the whole dose curve; as a rule, active = well fitted curve in the direction sought with a large enough effect; inconclusive = small, poorly fitted or top-dose-only effect, or another doubt; inactive = no such curve, though single readings can be large; an effect the other way counts as inactive or inconclusive. Potency is the fitted concentration of half-maximal effect. The list is partial; rates above refer to the full screens.

Every second line gives: RECQ1 helicase | JMJD2E inh | TRb-SRC2 inh | ALDH1A1 block | SMN2 splice enh | TexasRed fluor | Lamin A splicing | RGS12 GoLoco inh
1	C=CCNc1cc(C)oc(=O)c1C(=O)CC
    i | 0% | 3% | -9% | -2% | -1% | 15%[46 µM] | 5%
2	COc1ccc(NC(=S)N2CCN(C(=O)C3CCCO3)CC2)c(OC)c1 (stereo not given)
    -5% | 21% | 3% | -7% | -16% | -2% | 19% | 4%
3	COc1cccc(CNc2ccccc2O)c1OCc1ccccc1F
    i | ? | 1% | 14µM* | 4% | 2% | ? | 18%
4	C=CCSC1=N/C(=C\C=C\c2ccco2)C(=O)S1
    13µM* | ? | -4% | 20µM* | 7% | ? | 2% | 23%
5	c1ccc(CN2CCOCCOCCOCCOCC2)cc1
    -10% | 3% | -8% | . | . | -3% | . | 7%
6	CCOC(=O)N1CCN(c2ccc(Cl)c(Cl)c2)CC1
    -1% | 2% | 2% | 6% | -25% | -2% | -14% | 24%
7	CC(=O)c1ccc(OCC(=O)NCC2(N3CCCCC3)CCCCC2)cc1
    -6% | 1% | 4% | -6% | . | 0% | . | 5%
8	O=C(O)CN(CC(=O)O)Cc1cc2c(-c3ccccc3C(=O)O)c3cc(CN(CC(=O)O)CC(=O)O)c(=O)cc-3oc2cc1O
    28µM* | 4µM* | 6.3µM* | -11% | -7% | 40µM*[fluorescent] | . | -112%
9	Cc1oc(=O)c(NC(=O)c2ccc(Cl)cc2)cc1C(=O)c1ccccc1
    -7% | ? | . | 3.5µM* | -5% | . | ? | 18%
10	Cc1cccc(NC(=O)CN2C(=O)S/C(=C\c3ccc(-c4cccc(C(=O)O)c4C)o3)C2=O)c1
    -15% | ? | 7% | -10% | 28% | -8% | . | 12%
11	CC(=O)Nc1c(C)ccc(CNC(=O)COc2ccc(F)cc2)c1C
    10% | 1% | -3% | 7% | 5% | 2% | . | 3%
12	CC1(C)NC(=O)N(CC(O)COc2ccc(-c3ccc(C#N)cc3)cc2)C1=O (stereo not given)
    2% | ? | 8% | ? | -45%[inhibitor] | -3% | 5%[0.0737 µM] | 3%
13	Cc1ccccc1S(=O)(=O)Nc1nc2ccccc2nc1NCCO
    i | ? | 9% | ? | 4% | 3% | 1% | 5%
14	CCCCCCn1c(NCC)nc2c1c(=O)[nH]c(=O)n2C
    i | -3% | 2% | 4% | ? | -2% | 1% | 1%
15	COc1ccccc1C(=O)N(CCC1CCCN1C)c1nc2ccccc2s1 (stereo not given)
    i | ? | 2% | 8% | -14% | -3% | 2%[46 µM] | 16%
16	CCCSC1=N/C(=C/c2ccsc2)C(=O)N1c1ccccc1
    -10% | ? | 1% | 14µM* | -10% | -1% | ? | -7%
17	Cc1ccc(C2N(c3ccc(Cl)c(Cl)c3)C(=O)C3CCCN32)o1 (stereo not given)
    -3% | 0% | -1% | ? | -14% | -4% | 10% | 3%
18	CC(=O)Cn1ncc(N2CCOCC2)cc1=O
    i | 0% | -6% | 5% | 8% | -4% | . | 4%
19	C/C=N/N(c1ccccc1)c1ccccc1
    3% | -3% | 1% | . | . | 0% | . | 12%
20	O=C(NCCc1ccccc1)c1cnc2sccn2c1=O
    -1% | ? | 2% | -14% | 13µM* | -4% | -5% | 7%
21	COc1ccc(C[C@H]2CN3C(=NC[C@@H]3C(C)C)N2C[C@H](C)NC(=O)c2ccc(C)c(Br)c2)cc1
    -7% | 4% | -2% | -6% | . | 0% | . | 5%
22	CCOC(=O)C1=C(C)N=C2SC(C(=O)OC)=CC(=O)N2C1c1ccc(F)cc1 (stereo not given)
    -17% | -3% | ? | -10% | -3% | 28% | -6% | 189%[activator]
23	COc1ccc(NC(=O)N2CCCCCC2)c(OC)c1
    i | -7% | -6% | 3% | -2% | -6% | -18%[46 µM] | 12%
24	O=C(COC(=O)Cc1ccsc1)NCC1CCCCC1
    0% | -2% | -2% | ? | -3% | 0% | 14% | -4%
25	CC(C)C(=O)Nc1ccc(NC(=O)c2cccnc2)cn1
    -4% | 10% | 6% | -9% | 2% | -1% | 12% | 2%
26	S=C(NCc1ccco1)N1CCC(c2nc3ccccc3o2)CC1
    0% | 6% | -2% | ? | -23% | 0% | . | 31%[activator]
27	Cc1cc(C(=O)NC2=NCCS2)c2ccccc2n1
    -3% | -1% | 6% | 2% | 17% | 0% | 5%[46 µM] | -3%
28	CS(=O)(=O)N(CC(=O)Nc1ccc(CC#N)cc1)c1ccc(C23CC4CC(CC(C4)C2)C3)cc1
    7.9µM* | 5% | 3% | 9% | 10% | -4% | ? | 5%
29	CC1Cc2ccccc2N1C(=O)c1cc2sccc2n1Cc1ccc(F)cc1 (stereo not given)
    -5% | ? | -2% | -4% | -35%[inhibitor] | 1% | ? | 9%
30	Cc1cc(Cl)c(S(=O)(=O)N2CCSCC2)cc1OCC(N)=O
    i | 4% | 5% | 3% | 3% | 0% | 10% | -4%
31	CCOCCn1c(SC)nc2c1c(=O)[nH]c(=O)n2C
    -10% | 1% | -11% | 14µM* | 9% | 2% | -7% | 1%
32	CCCCNC(=O)c1onc(CSc2cc(C)ccc2C)c1C(=O)O
    i | -4% | 0% | 4% | 0% | -2% | ? | 3%
33	CCC1=NN(C(=O)Cc2ccc([N+](=O)[O-])cc2)C(O)(C(F)(F)F)C1 (stereo not given)
    0% | 2% | 1% | . | . | 1% | . | 3%
34	CCOC(=O)C1=C2c3cc(OC)c(OC)cc3CC(C)(C)N2C(=O)C1=O
    -10% | ? | -2% | 1% | 0% | -5% | -11% | -1%
35	CCc1cc(C(=O)O)c(NC(=O)/C=C/c2ccc(OC)cc2)s1
    -2% | -8% | 8% | . | . | -9% | . | -1%
36	CC(=O)N1CCCc2cc(S(=O)(=O)NC(C(=O)NC3CCCCC3)C(C)C)ccc21 (stereo not given)
    -17% | -6% | 2% | 7.1µM* | -4% | -2% | ? | 6%
37	CCOc1ccc2[nH]c3c(N4CCN(C(=O)c5ccco5)CC4)ncnc3c2c1
    i | ? | 2% | ? | . | -4% | . | -2%
38	Cc1ccc(C(=O)N(CC(=O)NC2CCCCC2)c2ccccc2C)s1
    5% | 0% | -3% | 4% | -7% | -1% | 12% | -2%
39	CCCS(=O)(=O)N1CCN(C(=O)COc2ccc(OC)cc2)CC1
    -6% | -9% | 4% | 5% | -14% | 0% | 1% | -1%
40	CC(C)CCNC(=O)c1cc(-c2ccncc2)nc2ccc(S(=O)(=O)N3CCOCC3)cc12
    -8% | -1% | -8% | -6% | -14% | -4% | ? | -7%
41	CN(CC(=O)N1CCN(C2CCCCC2)CC1)S(=O)(=O)c1cccc2nsnc12
    -14% | -3% | -18% | -4% | 8% | 0% | 9% | 11%
42	CCCCNC(=S)NCc1ccc2[nH]c3c(c2c1)CCCC3
    -5% | -11% | 5% | 7% | -43%[inhibitor] | -3% | 28%[9.22 µM] | 0%
43	O=C(COC(=O)c1cc(C(F)(F)F)cc(C(F)(F)F)c1)NCc1ccc(Cl)cc1
    i | 6% | 7% | 4% | 6% | -5% | -1% | 2%
44	O=C(Nc1cccc(-c2nc3ncccc3o2)c1)c1ccccc1
    -11% | -4% | -1% | 36%[activator] | -31%[inhibitor] | -3% | -14%[46 µM] | 20%
45	Cc1cccc(NC(=O)c2sc3nc(-c4ccccc4)cn3c2C)n1
    -1% | ? | -3% | ? | -53%[inhibitor] | -2% | -2% | 11%
46	C/C(=N/NC(=O)c1ccc2c(c1)OCCO2)c1ccc([N+](=O)[O-])cc1
    -7% | 6% | -2% | 17% | . | -1% | . | 7%
47	COc1cccc(CNc2nc(-c3cccnc3)nc3ccccc23)c1
    i | -8% | 2% | 7% | 3% | -1% | -22%[46 µM] | 7%
48	CN(Cc1ccccc1)c1nc(N)nc(Cl)c1C=O
    -12% | -18% | -2% | -3% | -11% | 4% | ? | 10%
49	CC(C)c1ccccc1NS(=O)(=O)N(C)C
    i | 4% | -11% | 0% | 0% | -2% | . | 11%
50	Nc1nnc(C(F)(F)F)s1
    -9% | 1% | 7% | 19% | 8% | 1% | 1%[46 µM] | -18%
51	Cc1cc(=O)oc(C)c1C(=O)OCC(=O)c1ccc(Cl)c(Cl)c1
    -10% | -7% | -3% | -9% | -22% | -5% | -3% | 8%
52	O=C(CN(c1ccc(Cl)c(Cl)c1)S(=O)(=O)c1ccccc1)N1CCc2ccccc2C1
    -11% | -2% | -6% | -10% | -3% | -1% | 1%[0.0737 µM] | 2%
53	COc1ccc(CN(C(=O)c2cc3ccccc3oc2=O)C2CCS(=O)(=O)C2)cc1 (stereo not given)
    19% | -20% | 2%&-2% | . | -7% | -1%&3% | . | -2%
54	C/C(=N\O)c1ccc2c(c1)OCCO2
    -1% | -5% | 0% | 1% | 8% | -1% | 17%[46 µM] | -6%
55	COCCNC(=O)COC(=O)c1ccc(OCC(=O)Nc2ccccc2OC)c(OC)c1
    -4% | 7% | -5% | 7% | 7% | -10% | 2%[46 µM] | -3%
56	CC(=O)NC1C(=O)N=C(SCC(=O)Nc2ccc(C(F)(F)F)cc2Cl)NC1=O (stereo not given)
    -12% | -4% | -1% | ? | -3% | 0% | . | 27%
57	O=C1c2ccccc2C(=O)N1c1ccc(Cl)cn1
    3% | 0% | 0% | 4% | -15% | -2% | -10% | 8%
58	CC(C)c1ccc(OC(=O)NCCO)cc1
    -7% | 9% | 5% | 4% | ? | -3% | 3% | 3%
59	O=C1C2C(c3cccc(/C=C/c4ccccc4)c3)CC=CC2C(c2ccc(C(F)(F)F)cc2)N1Cc1ccccc1 (stereo not given)
    i | ? | 3%&1% | . | . | 0%&0% | . | -6%
60	Cc1nc2ccc(NC(=O)c3ccc([N+](=O)[O-])cc3)cc2s1
    -1% | 12% | 0% | 8% | -14% | -5% | -4% | 4%
61	C=C1C(c2ccc(C)cc2)=CCc2cc(C)cc(C)c21
    -9%&14% | . | -4%&-1% | ? | 14µM* | -7%&-2% | . | -1%
62	CCOc1nc(SCCOc2ccc(Cl)cc2Cl)nc(N(C)C)n1
    -1% | -3% | 9% | 10% | -27% | -7% | ? | -3%
63	C=CCn1c(SCC(=O)Nc2sccc2C(N)=O)nc2sc(C)c(C)c2c1=O
    -15% | ? | 4% | ? | -16% | -6% | -4% | 6%
